LmPK inh = qHTS Assay for Inhibitors of Leishmania Mexicana Pyruvate Kinase (LmPK); purified LmPK, Kinase-Glo ATP luminescence, 1 h; Potency, µM (doses to about 57.5 µM), for the others: at the highest dose activity change, negative = inhibition, hits mostly inhibitors; 290,000 compounds, 0.37% hits; Q27686; also: potency is read from the fitted curve at half-maximal effect; % is scaled to controls: 0 for no effect and ±100 for the full control effect
Target sequence (Q27686 whole entry, looked up): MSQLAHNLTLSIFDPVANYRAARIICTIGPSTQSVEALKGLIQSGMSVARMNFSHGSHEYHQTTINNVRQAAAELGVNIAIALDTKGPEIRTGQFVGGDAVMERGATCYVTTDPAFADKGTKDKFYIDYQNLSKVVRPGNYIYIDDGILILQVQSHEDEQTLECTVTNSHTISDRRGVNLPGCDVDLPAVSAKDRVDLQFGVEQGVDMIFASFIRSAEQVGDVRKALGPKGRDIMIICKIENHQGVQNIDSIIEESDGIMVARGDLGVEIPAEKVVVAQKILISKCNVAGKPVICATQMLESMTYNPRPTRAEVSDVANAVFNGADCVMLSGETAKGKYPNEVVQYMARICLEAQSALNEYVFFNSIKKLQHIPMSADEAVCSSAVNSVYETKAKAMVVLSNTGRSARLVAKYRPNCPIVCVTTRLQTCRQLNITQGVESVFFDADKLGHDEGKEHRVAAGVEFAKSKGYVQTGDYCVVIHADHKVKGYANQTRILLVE
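Kinase-Glo luminescence read after 1 h RT reaction of 0.1 nM LmPK with 0.5 mM PEP and 0.1 mM ADP. Activity scaled between uninhibited and enzyme-free controls.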
CHX counter = Cycloheximide Counterscreen for Small Molecule Inhibitors of Shiga Toxin; 300,000 compounds, 12% hits; max response, %; AID 2314, 2010; cell reporter, cycloheximide protein synthesis inhibition counterscreen; in the data active = max response mostly above about 13%, no sharp cut-off; inactive = mostly below about 14%; also: read at 38.3 µM for the half of the compounds with a filed dose; 0% is about no effect
Shiga inhibitor = A qHTS for Small Molecule Inhibitors of Shiga Toxin. Vero cells, Shiga toxin protein synthesis inhibition reporter. inhibition, % at 38.7 µM. 290,000 compounds, 9.2% hits. AID 2315, 2010; in the data active = inhibition mostly above about 28%, no sharp cut-off; inactive = mostly below about 43%; also: 0% is about no effect
Pf growth 48h = Primary qHTS for delayed death inhibitors of the malarial parasite plastid, 48 hour incubation; Potency, µM (top dose mostly 28.7 µM), without a hit: at the highest dose activity change, negative = inhibition, most hits filed as inhibitors; P. falciparum luciferase growth in erythrocytes, 48 h; 310,000 compounds, 5.9% hits; AID 504832, 2011; also: potency is read from the fitted curve at half-maximal effect; % is scaled to controls: 0 for no effect and ±100 for the full control effect
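A one-generation exposure of luciferase-tagged malaria parasites in RPMI 1640/Albumax erythrocyte culture, 37 C and 5% CO2. Inhibition is inferred from decreased luminescence after adding detection reagent.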
HCV inhibitor = qHTS Assay for Inhibitors of Hepatitis C Virus (HCV); Huh7.5.1 HCVcc-Cre infection, luciferase reporter, 44 h; 340,000 compounds, 3.4% hits; Potency, µM (highest dose often 41.8 µM), without a hit: top-dose activity change, negative = inhibition, actives largely listed as inhibitors; also: potency is read from the fitted curve at half-maximal effect; % is scaled to controls: 0 for no effect and ±100 for the full control effect
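After 44 h co-culture of compound, cells and HCVcc-Cre (~0.5 moi), substrate is added for 15 min at room temperature and luciferase measured over 15 sec. Cells were seeded at 1,000/well and pre-cultured 4 h.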
Tb PYK inh = qHTS of Trypanosoma Brucei Inhibitors | pyruvate kinase (Trypanosoma brucei), Q57TT1 | TbPYK enzyme, Kinase-Glo Plus ATP luminescence, 45 min | Potency, µM (doses to about 76.8 µM), without a hit: at the top dose activity, negative = inhibition, hits mostly inhibitors | 410,000 compounds, 0.12% hits; also: potency is read from the fitted curve at half-maximal effect; % is scaled to controls: 0 for no effect and ±100 for the full control effect; nearly all actives have a fitted effect of over 50% in size
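ADP (130 uM final) triggers the TbPYK reaction after compound addition; incubation is 45 min at room temperature. Kinase-Glo Plus is then added and luminescence imaged. Normalized data are fitted to concentration-effect curves.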
Pf growth 96h = Primary qHTS for delayed death inhibitors of the malarial parasite plastid, 96 hour incubation. 320,000 compounds, 6.9% hits. P. falciparum luciferase reporter growth, 96 h. AID 504834, 2011. Potency, µM (series often up to 28.7 µM), for the others: at the top dose activity change, negative = inhibition, hits mostly inhibitors; also: potency is read from the fitted curve at half-maximal effect; % is scaled to controls: 0 for no effect and ±100 for the full control effect
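Two parasite generations (96 h, 37 C, 5% CO2) of compound exposure in infected erythrocytes (0.05% parasitemia, 2% hematocrit). Luciferase-reporter P. falciparum; decreased luminescence indicates inhibited growth, aimed at apicoplast-acting delayed death.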
* marks the source's active call; other numbers are inactive results; [ ] = another dose, or the depositor's remark. Unless noted, calls follow the shape of the dose curve; as a rule, active = well fitted curve in the direction sought with a large enough effect; inconclusive = small, poorly fitted or top-dose-only effect, or another doubt; inactive = no such curve, though single readings can be large; an effect the other way counts as inactive or inconclusive.

For COc1ccccc1N1CCN(C(=O)C2CCN(S(=O)(=O)c3ccccc3)CC2)CC1 the results were LmPK inh 2.8%, CHX counter 1.5, Shiga inhibitor -10.8, Pf growth 48h inconclusive, HCV inhibitor 11.9%, Tb PYK inh -7.0% and Pf growth 96h inconclusive.
Screening COc1ccc(OC)c(/C=C/C(=O)OCC(=O)Nc2cccc(C(C)=O)c2)c1 returned LmPK inh 0.1%, CHX counter -2.0, Shiga inhibitor 19.3, Pf growth 48h 29.1%, HCV inhibitor 4.8%, Tb PYK inh 9.5% and Pf growth 96h 59.4%[activator].
`COc1ccc(Cn2c(=O)[nH]c3cc(C(=O)Nc4ccccc4C)ccc32)cc1` gave LmPK inh -5.5%, CHX counter -1.2, Shiga inhibitor -6.3, Pf growth 48h -13.2%, HCV inhibitor -0.4%, Tb PYK inh -2.5% and Pf growth 96h -10.7%.
For O=C(O)c1ccc2c(c1)C(=O)N(c1cccc(S(=O)(=O)Nc3cccc(C(F)(F)F)c3)c1)C2=O the results were LmPK inh -3.5%, CHX counter 3.9, Shiga inhibitor -11.4, Pf growth 48h -8.4%, HCV inhibitor -7.5%, Tb PYK inh 1.3% and Pf growth 96h -17.6%.
`Cc1ccc(NC(=O)NCc2cccnc2)cc1Cl` gave LmPK inh -10.1%, CHX counter 32.1*, Shiga inhibitor 38.5*, Pf growth 48h 17.6%, HCV inhibitor -11.9%, Tb PYK inh -14.9% and Pf growth 96h -4.3%.
For O=C(CC1NCCNC1=O)Nc1cccc([N+](=O)[O-])c1 (configuration not stated) the results were LmPK inh -3.3%, CHX counter 12.9, Shiga inhibitor -6.9, Pf growth 48h 15.3%, HCV inhibitor 4.1%, Tb PYK inh -6.7% and Pf growth 96h 0.4%.
Screening O=C(Nc1cccc(S(=O)(=O)N2CCOCC2)c1)C1CCCN(C(=O)c2ccc(Cl)cc2)C1 (configuration not stated) returned LmPK inh 11.1%, CHX counter -3.3, Shiga inhibitor -2.6, Pf growth 48h inconclusive, HCV inhibitor inconclusive, Tb PYK inh 0.0% and Pf growth 96h 10.4µM*.
Screening NC(=O)c1oc2ccccc2c1NC(=O)CS(=O)(=O)c1ccccc1 returned LmPK inh 0.6%, CHX counter 14.9, Shiga inhibitor 12.2, Pf growth 48h 37.2%[activator], HCV inhibitor 26.3%, Tb PYK inh 5.5% and Pf growth 96h 6.3%.
`COC(=O)c1ccc(Nc2ncnc3sccc23)cc1` gave LmPK inh 0.0%, CHX counter 39.2*, Shiga inhibitor 42.0*, Pf growth 48h 19.8%, HCV inhibitor -17.6%, Tb PYK inh 0.4% and Pf growth 96h 38.0%[activator].
For COc1ccccc1OCCn1c(=O)n(C)c2ccccc21 the results were LmPK inh -3.3%, CHX counter 20.8*, Shiga inhibitor 27.6*, Pf growth 48h 22.4%, HCV inhibitor -7.3%, Tb PYK inh -8.8% and Pf growth 96h 15.5%.
Cc1ccc(NC(=O)C2CCCCC2C(=O)O)cc1C (configuration not stated) was read as LmPK inh 10.0%, CHX counter -1.5, Shiga inhibitor -2.9, Pf growth 48h 0.0%, HCV inhibitor 10.2%, Tb PYK inh 7.8% and Pf growth 96h 0.9%.
CC(NCc1ccc(Cl)c(Cl)c1)C(O)c1ccccc1 (configuration not stated) was read as LmPK inh 3.8%, CHX counter -2.8, Shiga inhibitor -12.7, Pf growth 48h inconclusive, HCV inhibitor 19.6% and Tb PYK inh 6.0%.
For Cc1ccc(S(=O)(=O)NCCc2cn3nc(C)c(C)nc3n2)cc1C the results were LmPK inh -1.8%, CHX counter -2.8, Shiga inhibitor -7.2, Pf growth 48h 16.6%, HCV inhibitor inconclusive, Tb PYK inh -0.2% and Pf growth 96h 22.7%.
For Cc1ccc(S(=O)(=O)N(C)CCCC(=O)Nc2ccc(F)cc2)cc1 the results were LmPK inh -2.1%[11.5 µM], CHX counter 5.0, Shiga inhibitor 40.2, Pf growth 48h -8.0%, HCV inhibitor inconclusive, Tb PYK inh 0.9% and Pf growth 96h -20.2%.
CC(=O)Nc1ccc(S(=O)(=O)N2CCN(Cc3nc4sc(C)c(C)c4c(=O)[nH]3)CC2)cc1 was read as LmPK inh 1.6%, CHX counter -1.4, Shiga inhibitor 2.4, Pf growth 48h 22.1%, HCV inhibitor 17.4%, Tb PYK inh 4.6% and Pf growth 96h -7.6%.

Part of the list above in order of SMILES length, smallest number first.
`Cc1ccc(NC(=O)NCc2cccnc2)cc1Cl` gave LmPK inh -10.1%, CHX counter 32.1*, Shiga inhibitor 38.5*, Pf growth 48h 17.6%, HCV inhibitor -11.9%, Tb PYK inh -14.9% and Pf growth 96h -4.3%.
For O=C(CC1NCCNC1=O)Nc1cccc([N+](=O)[O-])c1 (configuration not stated) the results were LmPK inh -3.3%, CHX counter 12.9, Shiga inhibitor -6.9, Pf growth 48h 15.3%, HCV inhibitor 4.1%, Tb PYK inh -6.7% and Pf growth 96h 0.4%.
Screening NC(=O)c1oc2ccccc2c1NC(=O)CS(=O)(=O)c1ccccc1 returned LmPK inh 0.6%, CHX counter 14.9, Shiga inhibitor 12.2, Pf growth 48h 37.2%[activator], HCV inhibitor 26.3%, Tb PYK inh 5.5% and Pf growth 96h 6.3%.

Next results
`CC1(NC(=O)CSc2nnc(-c3c[nH]c4ccccc34)n2C2CC2)CCS(=O)(=O)C1` (configuration not stated) gave Pf growth 48h -26.4%, HCV inhibitor 1.9%, Tb PYK inh -7.5% and Pf growth 96h inconclusive.
Screening CCOC(=O)C1=C(N)N2C(=O)C(C)SC2=C(C(=O)OCC)C1c1ccccc1 (configuration not stated) returned LmPK inh 1.6%, CHX counter -1.2, Shiga inhibitor 24.6, Pf growth 48h 1.4%, HCV inhibitor 22.4%, Tb PYK inh 1.8% and Pf growth 96h inconclusive.
`Cc1cccc(C(=O)Nc2nnc(COc3ccccc3)s2)c1` gave LmPK inh 5.9%, CHX counter -2.9, Shiga inhibitor -8.8, Pf growth 48h 13.4%, HCV inhibitor -7.3%, Tb PYK inh -1.1% and Pf growth 96h 10.9%.
`C[C@H](NC(=O)c1ccccc1Cl)C(=O)OCC(=O)NNC(=O)c1cccs1` gave Pf growth 48h 45.6%[activator], HCV inhibitor 9.6%, Tb PYK inh 6.3% and Pf growth 96h 36.5%[activator].
Screening O=C(NC(C(=O)N1CCCC1C(=O)O)=C1CCCCC1)c1ccccc1 (configuration not stated) returned LmPK inh -0.4%, CHX counter 14.8, Shiga inhibitor -13.0, Pf growth 48h 9.5%, HCV inhibitor -1.2%, Tb PYK inh 1.5% and Pf growth 96h 47.1%[activator].
For Cc1ccc2[nH]c(=O)c(CNC(C)(C)C)cc2c1 the results were LmPK inh -0.2%, CHX counter -1.3, Shiga inhibitor 22.3, Pf growth 48h -4.3%, HCV inhibitor -9.3%, Tb PYK inh 4.0% and Pf growth 96h -11.4%.
`Nc1nnc(CSCc2ccc(F)cc2)s1` gave LmPK inh -2.4%, CHX counter -1.0, Shiga inhibitor 20.2, Pf growth 48h 5.0%, HCV inhibitor -14.3%, Tb PYK inh -14.9% and Pf growth 96h -27.5%.
Cc1nn2c(NCCCN(C)C)c3c(nc2c1-c1ccccc1)CCC3 was read as LmPK inh -1.4%, CHX counter -3.5, Shiga inhibitor -22.4, HCV inhibitor inconclusive, Tb PYK inh 3.0% and Pf growth 96h 10.4µM*.
CC(=O)c1ccc(S(=O)(=O)N(C)CCCC(=O)N2CCN(c3ncccn3)CC2)cc1 was read as Pf growth 48h inconclusive, HCV inhibitor -1.4%, Tb PYK inh 4.2% and Pf growth 96h 11.7µM*.
Screening Cc1ccc(N2C(=O)CC(N3CCc4ccccc43)C2=O)cc1Cl (configuration not stated) returned LmPK inh 1.4%, CHX counter 12.2, Shiga inhibitor -18.0, Pf growth 48h 27.3%, HCV inhibitor 17.0%, Tb PYK inh -2.3% and Pf growth 96h inconclusive.
For Cc1ccc(NC(=O)C2CCCN(c3ncccn3)C2)cc1C (configuration not stated) the results were LmPK inh -0.2%, CHX counter 28.6*, Shiga inhibitor 99.2*, Pf growth 48h 34.7%[activator], HCV inhibitor 2.5%, Tb PYK inh -6.5% and Pf growth 96h inconclusive.
`O=C(CSc1nnnn1C1CC1)N1CCN(Cc2ccccc2F)CC1` gave Pf growth 48h -0.6%, HCV inhibitor 1.5%, Tb PYK inh -10.1% and Pf growth 96h -21.2%.
For CCCCN(C(=O)c1cccc2c(=O)c(C)c(-c3ccccc3)oc12)c1ccccc1 the results were LmPK inh 0.2%, CHX counter 0.2, Shiga inhibitor -10.1, Pf growth 48h inconclusive, HCV inhibitor inconclusive, Tb PYK inh 5.1% and Pf growth 96h 4.15µM*.
Screening Cc1cc(C)cc(NC(=O)C2CCN(S(=O)(=O)c3ccc4c(c3)NC(=O)C(C)S4)CC2)c1 (configuration not stated) returned LmPK inh 0.2%, CHX counter -2.0, Shiga inhibitor -2.1, Pf growth 48h inconclusive, HCV inhibitor 5.1%, Tb PYK inh 0.6% and Pf growth 96h inconclusive.
For O=C(Nc1ccc2c(c1)OCCO2)C1CC1c1ccccc1 (configuration not stated) the results were LmPK inh -0.4%, CHX counter 65.1*, Shiga inhibitor 93.8*, Pf growth 48h 87.6%[activator], HCV inhibitor -19.5%, Tb PYK inh -2.6% and Pf growth 96h 182.1%[activator].
For CC1(C)CC(=O)C(C(=O)/C=C/c2ccco2)C(=O)C1 the results were LmPK inh -1.7%, CHX counter -2.3, Shiga inhibitor -12.6, Pf growth 48h -0.2%, HCV inhibitor 6.1%, Tb PYK inh -25.2% and Pf growth 96h 0.0%.
For Cc1cccc(NC(=O)c2nc(-c3ccccc3)n(-c3ccccc3)n2)c1C the results were LmPK inh -2.0%, CHX counter -1.9, Shiga inhibitor -27.4, Pf growth 48h -26.0%, HCV inhibitor inconclusive and Tb PYK inh -19.7%.
`CS(=O)(=O)N1CCN(c2ccccc2NC(=O)CSc2ccc(Cl)cc2)CC1` gave LmPK inh 2.0%, CHX counter 0.2, Shiga inhibitor -2.6, Pf growth 48h inconclusive, HCV inhibitor inconclusive, Tb PYK inh 4.5% and Pf growth 96h -10.9%.
Screening CCN(Cc1cnn(C)c1)C(=O)c1cc(COc2cc(C)c(Cl)c(C)c2)on1 returned LmPK inh -3.8%, CHX counter 23.8*, Shiga inhibitor 22.5, Pf growth 48h -4.1%, HCV inhibitor -23.9%, Tb PYK inh -2.0% and Pf growth 96h -25.4%.
`COc1ccccc1NCC(=O)NNC(C)C(=O)Nc1cccc(Cl)c1` (configuration not stated) gave LmPK inh 11.7%, CHX counter -1.9, Shiga inhibitor 4.0, Pf growth 48h 0.0%, HCV inhibitor inconclusive, Tb PYK inh 2.9% and Pf growth 96h 1.2%.
For COc1ccc(/C=N\Nc2ccc([N+](=O)[O-])cc2)c(C(=O)O)c1OC the results were LmPK inh 4.3%, CHX counter -2.1, Shiga inhibitor -4.6, Pf growth 48h 12.6%, HCV inhibitor 8.9%, Tb PYK inh -1.2% and Pf growth 96h inconclusive.
